Compound activity (PubChem BioAssay)
FN deposit inh = fibronectin deposition inhibition. AH1F fibroblasts, Alexa488-fibronectin deposition fluorescence, overnight. inhibition, % at 12.6 µM. 350,000 compounds, 0.086% hits. AID 743247;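 active = mean inhibition across replicates of 30% or more, regardless of how many single replicates reach that level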;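 also: positive control wells lacked labelled fibronectin entirely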
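Schedule: 1 h cell adhesion before compound, then overnight fibronectin incubation; test system: AH1F fibroblast monolayer depositing Alexa488-labelled fibronectin into matrix; quantity: 10000 AH1F cells per well; probe or stimulus: fluorescent fibronectin at 24 nM final; signal: fluorescence, ex 485 nm, em 525 nm; evaluation: percent inhibition as loss of matrix-bound fibronectin fluorescence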
PGC1a acetyl inh = modulators of PGC1a acetylation. U2OS PGC1a acetylation, AlphaScreen anti-acetyl-lysine; with virally co-expressed GCN5 acetyltransferase. inhibition, % at 15.6 µM. 350,000 compounds, 0.17% hits;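 active = every replicate shows inhibition of at least 40%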;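 also: 0% = neutral control wells and 100% = positive control wells; some results beyond the cut were filed as inactive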
Cneo AK release = causes C. neoformans cell lysis; adenylate kinase release luminescence, 4 h; normalised: neutral wells 0, clomiphene wells 100; lysis activity, % at 15 µM; 360,000 compounds, 0.2% hits; AID 651654;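 active = mean lysis activity across replicates of at least 80%, whatever share of replicates individually reach that level; inactive = mean lysis activity below 80%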
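Schedule: static 4 h at 37 °C with compound, 1 h detection; system: C. neoformans cells; benchmarks: Clomiphene as positive control; buffer or medium: fresh YPD medium; measure: luminescence rise reflecting yeast cell lysis; measured by: luminescent adenylate kinase detection reagent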
LGR2 antag = Drosophila LGR2 receptor signaling inhibition. HEK293 LGR2, CRE-luciferase, bursicon-stimulated, 4 h. inhibition, % at 9.99 µM. 380,000 compounds, 0.35% hits;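 active = drop in luminescence signal, shown as inhibition above about 50% in the replicate tests, limit read from the data, passing the limit was not always enough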;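 also: agonist challenge used bursicon conditioned medium at about half maximal strength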
Casp6 inh = blocks human caspase-6 cleavage activity; P55212; purified caspase-6, Z-VEID-R110 cleavage fluorescence; inhibition, % at 12.5 µM; 350,000 compounds, 0.53% hits; AID 686996;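 active = mean inhibition across replicates at least about 35%, with every replicate also reaching that limit, limit read from the data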;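 also: 0% = median of neutral control wells and 100% = no fluorescence left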
Target sequence (P55212 24-179 limits assumed): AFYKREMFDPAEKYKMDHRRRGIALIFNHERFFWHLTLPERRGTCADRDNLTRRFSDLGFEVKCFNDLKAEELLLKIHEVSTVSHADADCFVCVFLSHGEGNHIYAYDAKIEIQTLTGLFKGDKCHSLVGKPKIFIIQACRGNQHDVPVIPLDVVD
Target sequence (P55212 194-293 limits assumed): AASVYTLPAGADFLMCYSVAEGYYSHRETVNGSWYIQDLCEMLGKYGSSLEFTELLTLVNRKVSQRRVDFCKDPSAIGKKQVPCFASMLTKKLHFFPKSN
PAX8 reporter = inhibitors of PAX8 transcriptional activity in RMG-I cells. RMG-I TPO-luciferase reporter, SteadyGlo, 24 h. inhibition, % at 12.6 µM. 360,000 compounds, 1.2% hits. AID 652154;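 active = mean replicate inhibition at least 60% with every replicate also reaching 60%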;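 also: luciferase light reporting Pax8 driven TPO promoter activity; plate controls were median of neutral control wells for no effect and mitoxantrone controls for full effect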
EWS-Fli block = inhibitors of EWS/Fli oncoprotein transcriptional activity; A673 NR0B1-luciferase reporter, viability-normalised; 350,000 compounds, 0.67% hits; inhibition, % at 12.6 µM;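 active = mean inhibition of at least 50% after viability correction, with every replicate also passing that limit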;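 also: firefly luciferase signal divided by Alamar Blue viability fluorescence both relative to DMSO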
miR122 inh = blocks miR-122 activity in Huh7 sensor cells; Huh7 miR-122 Renilla luciferase sensor, 48 h; neutral wells = 0, positive control = 100; activation (reporter increase), % at 12.5 µM; 340,000 compounds, 0.3% hits; AID 602342;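 active = mean replicate activation score at least 90 and every replicate individually at or above 90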;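 also: higher luciferase means less miR-122 activity so hits act as miR-122 inhibitors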
Starred values were filed as active, the others as inactive; . = not tested or not shown; & = joins results of further samples; [ ] = another dose, or the depositor's remark.

Field names: A = FN deposit inh; B = PGC1a acetyl inh; C = Cneo AK release; D = LGR2 antag; E = Casp6 inh; F = PAX8 reporter; G = EWS-Fli block; H = miR122 inh
CC(C)CCN1CCN(Cc2nc3c(s2)CCCC3)CC1CCO (configuration not stated)
  A: 3; B: 3; C: 4; D: 10; E: 0; F: 13; G: 10; H: -3

COc1cccc(CC(=O)Nc2ccc(S(=O)(=O)Nc3nccs3)cc2)c1
  A: 5; B: -1; C: 0; D: 15; E: 4; F: -2; G: -1; H: 7

CCCN(CC(=O)Nc1ccccc1OC)C(=O)c1cccc(S(=O)(=O)NCc2ccccc2)c1
  A: .; B: .; C: .; D: 6; E: -136; F: 1; G: 0; H: .

CC(c1ccco1)N(C(=O)c1ccc(F)cc1)c1ccccn1 (configuration not stated)
  A: -3; B: 10; C: -4; D: 16; E: 0; F: 7; G: 0; H: -4

Cc1ccc(NS(=O)(=O)c2ccccc2F)cc1S(=O)(=O)N1CCCCC1
  A: -1; B: -4; C: -1; D: 10; E: 2; F: 13; G: -1; H: 73

CCNCc1ccccc1OCc1ccccc1
  A: -13; B: .; C: .; D: 22; E: -2; F: -1; G: -3; H: .

S=C(Nc1ccc2c(c1)OCO2)N1CCCC1
  A: .; B: .; C: .; D: -40; E: -4; F: -40; G: -7; H: .

CN(C)S(=O)(=O)Oc1cccc(C(=O)Nc2ccc([N+](=O)[O-])cc2)c1
  A: 10; B: 2; C: -3; D: .; E: 0; F: -126; G: -109; H: 11

N#C[C@H]1[C@@H](c2ccc(C#Cc3ccccc3F)cc2)[C@@H](CO)N1C(=O)C1CCOCC1
  A: 5; B: 0; C: -2; D: 10; E: 2; F: 25; G: 8; H: .

CN1CCc2c1nc1ccccc1c2N=C1CCCN1Cc1ccccc1
  A: 3; B: .; C: .; D: -25; E: 2; F: -1; G: 15; H: .

O=C(CC1Sc2ccccc2NC1=O)NNc1ccc(F)cc1 (configuration not stated)
  A: -4; B: 8; C: .; D: 6; E: 2; F: 18; G: 2; H: -4

CCOc1ccc(NC(=O)c2cc(Cl)nc3ccccc23)cc1
  A: 15; B: -2; C: 3; D: 11; E: 0; F: 28; G: 6; H: 18

CC(C(=O)NCCC1=CCCCC1)N1C(=O)c2ccccc2C1=O (configuration not stated)
  A: -9; B: 1; C: -1; D: .; E: .; F: .; G: .; H: 1

C[C@@H]1C=C(C(=O)N2CCOCC2)O[C@H](OCc2ccc(CO)cc2)C1
  A: -3; B: -6; C: 0&-2; D: -5; E: -1&-3; F: -18&12; G: -10&-5; H: .

C[C@H]1CN([C@@H](C)CO)S(=O)(=O)c2ccc(C#CC3CC3)cc2O[C@@H]1CN(C)C(=O)C1CCCCC1
  A: -13; B: 2; C: .; D: 12; E: .; F: .; G: 5; H: -7[16.7 µM]

C[C@@H]1CN([C@@H](C)CO)C(=O)Cc2cc(NS(C)(=O)=O)ccc2O[C@@H]1CN(C)C(=O)Nc1ccc(F)cc1
  A: 2; B: -7; C: -3; D: 18; E: 0; F: -5; G: -12; H: -2[16.7 µM]

C=C(C)C1CC=C(C)/C(=N/NC(=O)CCCNc2cccc(C)c2)C1 (configuration not stated)
  A: -7; B: .; C: .; D: 11; E: 0; F: 3; G: 16; H: .

CC1=CC(C)(C)N(C(=O)CNC2CCCCC2)c2cc(C)ccc21
  A: .; B: .; C: -3; D: 11; E: 1; F: 6; G: -5; H: 5

CCSc1ncc(Cl)c(C(=O)Nc2ccccc2C)n1
  A: -1; B: -6; C: -1; D: 7; E: -2; F: 24; G: 5; H: -5

O=C(c1cc(-c2ccc(Cl)cc2)on1)N1CCN(c2ccc(F)cc2)CC1
  A: -1; B: 15; C: 1; D: 4; E: 0; F: -8; G: 3; H: -5

CC(Sc1nncs1)C(=O)Nc1ccc(Cl)cn1 (configuration not stated)
  A: 7; B: -7; C: 1; D: -13; E: .; F: -20; G: .; H: 0

COc1ccc(Cl)cc1NC(=S)NCc1ccc(S(N)(=O)=O)cc1
  A: -2; B: .; C: .; D: .; E: 1; F: 4; G: 1; H: .

O=C(C[C@H]1C=C[C@@H](NC(=O)Nc2ccccc2F)[C@@H](CO)O1)NCc1ccc(Cl)cc1
  A: .; B: 4; C: -6; D: 1; E: 1; F: 12; G: -2; H: .

C[C@@H]1CN([C@H](C)CO)C(=O)c2cccc(NS(=O)(=O)c3ccc(Cl)cc3)c2O[C@H]1CN(C)Cc1ccncc1
  A: .; B: 1; C: -2; D: -12; E: 0; F: -1; G: 0; H: 5[16.7 µM]

O=C(Nc1nnc(-c2ccc(Br)cc2)o1)C1=COCCO1
  A: 0; B: 7; C: 2; D: -1; E: -1; F: -13; G: -9; H: -4

Cc1ccsc1C(=O)NCc1ccccc1Cl
  A: 4; B: .; C: 1; D: 10; E: -2; F: -25; G: -15; H: .

CCOC(=O)c1oc2ccccc2c1NC(=O)C(C)(C)C
  A: .; B: -2; C: .; D: -36; E: 1; F: -30; G: 0; H: .

O=C(Nc1nccs1)c1ccc(Br)c(S(=O)(=O)N2CCCC2)c1
  A: .; B: -14; C: 2; D: 8; E: -1; F: -16; G: .; H: 3

Cn1c(-c2ccccn2)[n+](C)c2ccccc21
  A: 1; B: .; C: 0; D: 31; E: 2; F: -16; G: 10; H: -3

CN1C(=O)c2cc(NS(=O)(=O)c3ccccc3Cl)ccc2OC[C@H]2O[C@H](CC(=O)O)CC[C@H]21
  A: 7; B: -2; C: -5; D: -7; E: -1; F: -4; G: -2; H: 6[16.7 µM]

Laid out differently: entries from further up.
Sequence of screens: FN deposit inh	PGC1a acetyl inh	Cneo AK release	LGR2 antag	Casp6 inh	PAX8 reporter	EWS-Fli block	miR122 inh
CC1=CC(C)(C)N(C(=O)CNC2CCCCC2)c2cc(C)ccc21
→ .	.	-3	11	1	6	-5	5
CCSc1ncc(Cl)c(C(=O)Nc2ccccc2C)n1
→ -1	-6	-1	7	-2	24	5	-5
O=C(c1cc(-c2ccc(Cl)cc2)on1)N1CCN(c2ccc(F)cc2)CC1
→ -1	15	1	4	0	-8	3	-5
CC(Sc1nncs1)C(=O)Nc1ccc(Cl)cn1 (configuration not stated)
→ 7	-7	1	-13	.	-20	.	0
COc1ccc(Cl)cc1NC(=S)NCc1ccc(S(N)(=O)=O)cc1
→ -2	.	.	.	1	4	1	.
O=C(C[C@H]1C=C[C@@H](NC(=O)Nc2ccccc2F)[C@@H](CO)O1)NCc1ccc(Cl)cc1
→ .	4	-6	1	1	12	-2	.
C[C@@H]1CN([C@H](C)CO)C(=O)c2cccc(NS(=O)(=O)c3ccc(Cl)cc3)c2O[C@H]1CN(C)Cc1ccncc1
→ .	1	-2	-12	0	-1	0	5[16.7 µM]
O=C(Nc1nnc(-c2ccc(Br)cc2)o1)C1=COCCO1
→ 0	7	2	-1	-1	-13	-9	-4

Following part.
Field names: A = FN deposit inh; B = PGC1a acetyl inh; C = Cneo AK release; D = LGR2 antag; E = Casp6 inh; F = PAX8 reporter; G = EWS-Fli block; H = miR122 inh
COc1ccc(C(=O)NC2CC2)cc1OC1CCN(Cc2ccc(F)cc2Cl)CC1
  A: -1; B: -1; C: -8; D: -12; E: -1; F: 7; G: 13; H: -1

CC(C)(C)OC(=O)C[C@H]1C/C=C\C[C@H](CC(=O)N[C@H](CO)Cc2ccccc2)C(=O)N2CCC[C@H]2COC1=O
  A: 0; B: 4; C: 3; D: 0; E: 0; F: -4; G: -4; H: -4

CCOP(=O)(OCC)C(O)c1cc(OC)c(OC)c(OC)c1 (configuration not stated)
  A: -5; B: .; C: .; D: 4; E: -2; F: 11; G: 14; H: .

CC(C)C#Cc1cnc2c(c1)C(=O)N([C@@H](C)CO)C[C@@H](C)[C@@H](CN(C)C(=O)c1cccc(F)c1)O2
  A: 1; B: 4; C: 0; D: 5; E: -2; F: .; G: -2; H: 6[16.7 µM]

COc1ccccc1N1CCN(C(=S)Nc2ccc(F)cc2)CC1
  A: 2; B: -8; C: 2; D: 6; E: 0; F: -9; G: 5; H: 4

COCC#Cc1ccc([C@H]2[C@@H](CO)N3CCCCN(S(=O)(=O)c4ccccc4F)C[C@@H]23)cc1
  A: .; B: -6; C: 7; D: 7; E: -2; F: 21; G: 5; H: 6[16.7 µM]

Cc1sc(N)nc1-c1ccccc1
  A: 5; B: 2; C: 8; D: 8; E: -1; F: 1; G: 1; H: 5

CC(=O)N/N=C(\C)CC(=O)Nc1cccc2c1CCCC2
  A: 7; B: -6; C: .; D: 38; E: 1; F: 0; G: -2; H: .

O=C(NCC1CC1)c1ccccc1Cl
  A: -1; B: 0; C: -1; D: 9; E: 1; F: -3; G: 8; H: -6

CCn1c(=O)c(C(=O)NNS(=O)(=O)c2ccc(NC(=O)OC)cc2)c(O)c2ccccc21
  A: 0; B: .; C: 2; D: -1; E: -2; F: -12; G: -2; H: .

O=C(COC(=O)c1cccc(Cl)c1Cl)NCc1cccs1
  A: -6; B: .; C: 0; D: -4; E: 0; F: -11; G: 3; H: .

Cc1cccc(C(=O)NCCN(C)C)c1
  A: .; B: -13; C: -1; D: 8; E: .; F: .; G: .; H: 2

O=C(CSc1cn(Cc2cccc(F)c2)c2ccccc12)NCc1ccc(F)cc1
  A: -3; B: .; C: -2; D: .; E: 0; F: -2; G: 13; H: -8

C=CC[C@H](CC(=O)N(CCO)Cc1ccccc1)C(=O)NC[C@H](OC(=O)[C@@H](CC=C)Cc1ccc(F)cc1)c1ccccc1
  A: -8; B: 6; C: 3; D: 8; E: -2; F: 55; G: -4; H: -15

NC(=O)c1ccc(NC(=O)COC(=O)c2ccc(Br)o2)cc1
  A: -3; B: 7; C: 1; D: -4; E: 2; F: -3; G: 0; H: -3

O=C(C[C@H]1C=C[C@@H](NS(=O)(=O)c2ccccc2)[C@H](CO)O1)NCc1ccccc1F
  A: .; B: -3; C: 4; D: -8; E: 1; F: -6; G: -2; H: .

Cc1cc(C)nc(N2CCCC(C(=O)Nc3cccc(Cl)c3)C2)n1 (configuration not stated)
  A: 0; B: .; C: -1; D: -2; E: -2; F: 11; G: 9; H: .

CCCc1cc2c(=O)c(-c3ccc4c(c3)OCCO4)c(C)oc2cc1OS(C)(=O)=O
  A: -5; B: -19; C: -2; D: .; E: .; F: .; G: .; H: -12

CCN(CC)C(=O)Oc1ccc(Br)cc1C(=O)Nc1ccc(F)cc1F
  A: -2; B: -22; C: .; D: 29; E: -2; F: 5; G: 7; H: .

COc1nc(NCc2ccco2)nc(NC2CCCCC2)n1
  A: 9; B: 4; C: -1; D: .; E: .; F: -78; G: .; H: -1

COc1ccc(N(Cc2ccccc2)S(=O)(=O)c2cccc(C(=O)NC3=NCCS3)c2)cc1
  A: 2; B: -8; C: 0; D: .; E: .; F: -1; G: .; H: 119*

C[C@@H]1CN([C@@H](C)CO)C(=O)c2cc(-c3cccnc3)cnc2O[C@@H]1CN(C)C(=O)Nc1ccc2c(c1)OCO2
  A: 9; B: 17; C: 60; D: 13; E: 1; F: .; G: -3; H: 13[16.7 µM]

COCCOC1CCN(C(=O)C2CCC(=O)N(CCc3ccc(OC)cc3)C2)CC1 (configuration not stated)
  A: 8; B: 3; C: -1; D: 8; E: -4; F: -5; G: .; H: -1

N#C[C@@H]1[C@H](c2ccccc2-c2ccccc2)[C@H](CO)N1C(=O)NC1CCCCC1
  A: -19; B: -26; C: .; D: 6; E: 2; F: .; G: -3; H: .
